# IMPase Li inh: IMPase inhibition in cells with lithium potentiation; CHO-M1 cells, IP1 TR-FRET (IP-One), carbachol + lithium; Potency, µM (series often up to 59.4 µM), without a hit: at the top dose activity, negative = IMPase inhibition, actives largely listed as inhibitors; 210,000 tested, 0.35% active; AID 1457;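 note: IP1 builds up when IMPase is blocked and the TR-FRET signal falls; potency is the fitted concentration of half-maximal effect; plate controls were basal vehicle for no effect and high inhibitor control for full effect; nearly all actives have a fitted effect of over 50% in size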
#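 Concentration–response in CHO-M1 cells, lithium-potentiated; 30 min at 37C. IP1 detected by competitive TR-FRET after 10 min lysis at RT. Hill-fitted AC50.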
# HTT ATP protect: Huntington cell model cytoprotection by ATP luminescence | PC12 HTT-Q103 induced, cytoprotection, ATP luminescence, 40 h | 230,000 tested, 0.14% active | Potency, µM (top dose mostly 56.4 µM), without a hit: cytoprotection (ATP increase), hits mostly activators;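 note: potency is the fitted concentration of half-maximal effect; % of control where 0% means no effect; nearly all actives have a fitted effect of over 45% in size; toxic huntingtin expression switched on by the ecdysone agonist tebufenozide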
#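 PC12 cells with ecdysone-inducible HTT exon 1 Q103-GFP, induced with 100 nM tebufenozide and co-treated with library compounds in a dose series (1536-well, 1500 cells/well). Cytoprotection read as ATP content by ATPlite luminescence.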
# LMNA splice mod: changes lamin A minigene splicing in HeLa cells. HeLa LMNA splicing GFP/RFP minigene ratio, 48 h. Potency, µM (series often up to 46.1 µM), inactives show at the highest dose ratio change, negative = inhibition, usual class: inhibitors. 200,000 tested, 0.01% active; active = well fitted inhibition curve with a large enough effect in the signal ratio, with a control signal flat, not every such curve was filed as active; inconclusive = small, poorly fitted or top-dose-only effect, or effect the other way, or a change in a side signal; the % refers to the signal ratio; note: potency is the fitted concentration of half-maximal effect; % is set by controls: 0 for no effect and ±100 for the full control effect
#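 S3 HeLa stable clones carrying a lamin A-EGFP splicing minigene plus DsRed2 were seeded at 600 cells/well in Opti-MEM with 2% FBS, pin-dosed and incubated 48 h at 37°C. Acumen cytometry (488 nm) gave the GFP/RFP total-intensity ratio.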
# SMN2 splice up: SMN2 splice variant enhancement | HEK293 SMN2-luciferase splicing reporter, luminescence, 30-36 h | Potency, µM (titrated, usually from 46.1 µM), inactives show at the highest dose activity change, positive = activation, most hits filed as activators | 210,000 tested, 2.8% active | AID 1458; note: potency is the fitted concentration of half-maximal effect; % of control where 0% means no effect; nearly all actives have a fitted effect of over 55% in size
#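 qHTS luciferase splicing reporter: luminescence rises when SMN2 exon 7 is included in transfected HEK293 cells. Compound exposure lasted 30-36 h at 37C, with 4.5 mM final sodium butyrate as control, followed by a ONE-Glo read.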
# HTT aggregate: inhibitors of mutant huntingtin aggregate formation in PC12 cells; PC12 HttQ103-GFP aggregates, Acumen cytometry, 40 h; Potency, µM (top dose mostly 46.1 µM), inactives show at the highest dose activity change, negative = inhibition, hits mostly inhibitors; 220,000 tested, 1.1% active; AID 1688; note: potency is the fitted concentration of half-maximal effect; % is set by controls: 0 for no effect and ±100 for the full control effect; nearly all actives have a fitted effect of over 60% in size
#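 Aggregate formation scored by laser-scanning cytometer (488 excitation, 500–530 emission) in lysed PC12 cells expressing Q103-GFP after 100 nM tebufenozide induction; library tested in dose series, with ATPLite reagent added in the multiplex.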
# Luc counter: counter-screen: inhibitors of Kinase-Glo firefly luciferase; Potency, µM (doses to about 38.3 µM), without a hit: at the top dose activity change, negative = inhibition, most hits filed as inhibitors; Kinase-Glo luciferase, ATP luminescence, 8 min; AID 1379; 200,000 tested, 0.28% active; Q27757; note: potency is the fitted concentration of half-maximal effect; % is set by controls: 0 for no effect and ±100 for the full control effect; nearly all actives have a fitted effect of over 60% in size
#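 Compound is pinned into ATP-containing buffer (10 uM ATP, imidazole pH 7.2, 7 mM MgCl2). Kinase-Glo luciferase reagent is then added. Light output is recorded following an 8-min room-temperature incubation.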
# CBFb RUNX1 block: blocks binding between human CBF-beta and RUNX1; AlphaScreen CBFb-His/RUNX1-biotin binding, biochemical; 230,000 tested, under 10 active; Q01196+Q13951; Potency, µM (highest dose often 59.8 µM), for the others: at the top dose activity, negative = inhibition, actives largely listed as inhibitors; note: % of control where 0% means no effect
# Target sequence (Q01196 whole entry, looked up): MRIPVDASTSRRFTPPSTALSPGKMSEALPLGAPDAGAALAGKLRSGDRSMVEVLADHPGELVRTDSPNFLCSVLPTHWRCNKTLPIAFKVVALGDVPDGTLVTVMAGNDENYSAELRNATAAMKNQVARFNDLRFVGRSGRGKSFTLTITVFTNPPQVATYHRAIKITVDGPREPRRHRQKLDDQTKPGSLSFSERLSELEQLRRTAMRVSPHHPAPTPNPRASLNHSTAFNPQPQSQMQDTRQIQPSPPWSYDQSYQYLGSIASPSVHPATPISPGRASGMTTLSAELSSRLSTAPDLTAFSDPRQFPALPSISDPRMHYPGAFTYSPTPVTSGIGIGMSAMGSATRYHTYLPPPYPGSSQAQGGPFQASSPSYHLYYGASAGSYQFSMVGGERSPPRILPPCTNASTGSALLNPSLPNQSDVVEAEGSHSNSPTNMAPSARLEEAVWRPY
# Target sequence (Q13951 whole entry, looked up): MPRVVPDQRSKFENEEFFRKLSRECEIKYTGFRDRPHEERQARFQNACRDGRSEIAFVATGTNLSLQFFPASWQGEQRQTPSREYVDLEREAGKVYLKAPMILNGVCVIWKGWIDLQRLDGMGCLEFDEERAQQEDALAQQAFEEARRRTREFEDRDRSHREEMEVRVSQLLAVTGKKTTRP
#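 Compounds were screened at multiple concentrations against a preformed CBF-beta(His)/RUNX1(biotin) complex (30 nM of each) for 15 min at room temperature, followed by 90 min with nickel and streptavidin beads and AlphaScreen reading.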
# * marks the source's active call; other numbers are inactive results; ? = inconclusive; . = not tested or not shown; [ ] = dose if it differs, or a comment. Unless noted, calls come from the whole dose curve; as a rule, active = well fitted curve in the direction sought with a large enough effect; inconclusive = small, poorly fitted or top-dose-only effect, or another doubt; inactive = no such curve, though single readings can be large; an effect the other way counts as inactive or inconclusive. Compounds as they come; any-hit rate near 4%.
SMILES,IMPase Li inh,HTT ATP protect,LMNA splice mod,SMN2 splice up,HTT aggregate,Luc counter,CBFb RUNX1 block
C=CCn1c(SCC(=O)NCCc2ccccc2)nnc1C(C)NC(=O)c1cccs1 (stereo not given),-1.5%,4.6%[10 µM],-7.5%,-8.0%,-2.7%,-1.0%,1.0%
Cc1ccc(NC(=O)c2ccc3nc[nH]c3c2)cc1C,-5.3%,41.1%[10 µM],-17.9%,11.2µM*,9.5%,-2.1%,-9.2%
Nc1ncnc2c1nc(-c1ccccc1)n2[C@H]1O[C@@H](CO)[C@@H](O)[C@H]1O,-0.2%,-6.5%[10 µM],.,-15.4%[9.22 µM],.,-2.7%[7.66 µM],.
O=S(=O)(c1ccc2ccccc2c1)N1CCN(S(=O)(=O)c2ccc3ccccc3c2)CC1,-5.1%,0.2%[10 µM],.,-4.6%[9.22 µM],.,-0.6%[7.66 µM],.
COc1cc2[nH]c(=O)n(CCC(=O)N3CCN(c4cccc(C)c4C)CC3)c(=O)c2cc1OC,15.3%[38.3 µM],-32.5%,12.5%,-45.1%[inhibitor],-12.0%,-1.5%,5.8%
COc1ccc2c(c1)OC(c1ccccc1)(C(F)(F)F)NC2=O (stereo not given),7.4%,-7.6%[10 µM],5.9%,7.1%,4.4%,2.2%,-2.5%
O=C(COC(=O)C1COc2ccccc2O1)Nc1ccc2c(c1)CCC2 (stereo not given),5.2%[38.3 µM],4.5%,7.4%,-2.3%,1.8%,0.3%,7.4%
CCCCCn1c(CN2CCN(C(=O)c3ccco3)CC2)nc2c1c(=O)n(C)c(=O)n2C,.,5.6%[10 µM],.,.,6.0%[9.22 µM],.,3.4%
C=CCn1c(=NC(=O)c2cc(-c3cccs3)nc3ccccc23)sc2cc(S(N)(=O)=O)ccc21,-9.8%,18.6%[10 µM],-2.6%,?,-14.6%,3.6%,10.3%
CC(=O)N1CN(Cc2ccccn2)Cc2c1sc1c2CCCC1,17.0%[38.3 µM],30.4%[1.9 µM],11.0%,8.5%,-3.8%,-0.9%,-5.5%
COc1cccc(C2NC(=O)c3sc(=S)n(-c4ccccc4)c3N2)c1 (stereo not given),17.6%[38.3 µM],-7.8%,-12.7%,-14.5%,-28.7%,-2.9%,-7.8%
Cc1ccc(S(=O)(=O)NC(CC(=O)NCc2ccco2)c2ccco2)cc1 (stereo not given),13.4%[38.3 µM],4.6%[10 µM],-5.2%,-1.6%,10.7%,3.7%,12.8%
Cc1cc(C(=O)COC(=O)c2ccc(O)cc2)c(C)n1CC1CCCO1 (stereo not given),-0.2%,-10.3%[10 µM],3.2%[46 µM],23.0%,-2.0%[9.22 µM],-5.8%,-10.6%
NNC(=O)CCc1nc2ccc(O)cc2[nH]1,-5.0%,-4.1%,.,-14.0%,-11.6%,3.5%,-4.5%
Cn1c(=O)c2ncn(CC(=O)N/N=C/C=C/c3ccccc3)c2n(C)c1=O,2.6%,-5.3%,10.9%[46 µM],5.4%,-3.7%,-1.2%,9.4%
O=C(CCCN1C(=O)/C(=C/c2cccs2)SC1=S)Nc1ccc(O)c(C(=O)O)c1,4.1%,12.9%[10 µM],?,.,11.3%[9.22 µM],3.5%,-29.7%
O=C(O)c1cccnc1Br,-2.0%,-17.7%,3.2%[9.22 µM],.,-7.7%,4.4%,9.5%
CCNc1ccc2noc3c2c1C(=O)c1ccccc1-3,11.8%,27.4%[10 µM],?,-26.1%,-23.6%,-11.2%,.
CC(=O)Nc1ccc(S(=O)(=O)N(C2=NCC(C)S2)c2ccccc2)cc1 (stereo not given),3.2%,-20.6%[0.074 µM],-9.7%,-33.3%[inhibitor],-2.5%,-0.6%,-7.4%
O=C(Nc1ccc2c(c1)OCO2)c1ccc(Cl)nc1,1.3%[38.3 µM],5.5%,-9.6%,27.9%,6.6%,-6.5%,2.7%
COCCOC(=O)c1c(NC(=O)CN2CCOCC2)sc(C(N)=O)c1C,18.9%[38.3 µM],2.9%,6.6%,21.5%,-2.9%,-0.7%,1.6%
Cn1c(=NC(=O)COc2ccccc2)sc2ccccc21,12.6µM*,-52.8%[inhibitor],40.5%[46 µM],12.6µM*,11.6%,6.1%,?
CN1CCN(c2ccc(Cl)cc2NC(=O)c2cccc(S(=O)(=O)N(C)C)c2)CC1,14.5%[38.3 µM],-3.2%,-14.7%,21.2%,?,-2.1%,-9.1%
O=C1C2C3C=CC([C@@H]2C(=O)N1C1CCCCC1)[C@H]1C(=O)N(C2CCCCC2)C(=O)C31 (stereo not given in full),0.5%[38.3 µM],-8.1%,5.8%,-36.7%[inhibitor],-3.3%,-6.0%,1.5%
CC(NC(=O)Cc1ccccc1)C1COc2ccccc2O1 (stereo not given),5.2%,-44.3%[inhibitor],-1.8%[46 µM],-6.6%,2.9%,3.2%,-1.4%
COc1cc(OC)cc(-n2nnnc2SCC(=O)N2CCCc3ccccc32)c1,14.9%,13.3%[10 µM],-9.3%,-29.1%,2.0%,-2.5%,6.8%
COc1ccc(/C=C\C(=O)c2c(O)ccc3c(C)cc(=O)oc23)cc1,23.6%[38.3 µM],-7.4%,-2.1%,-2.6%,?,2.9%,-6.8%
O=C(c1cc2cc([N+](=O)[O-])ccc2s1)N1CCOCC1,-4.7%,-42.7%[inhibitor],.,-12.0%,-10.8%,-0.7%,-15.9%
CCOC(=O)C(NC(=O)c1ccccc1Cl)(Nc1ccc(C)c(C)c1)C(F)(F)F (stereo not given),4.7%,5.8%[10 µM],4.1%,3.4%,-0.8%,2.4%,16.5%
COc1ccc(C=C(c2nc3ccccc3s2)c2nc3ccccc3s2)cc1O,2.6%,-18.9%[10 µM],?,-49.7%[inhibitor],?,-2.8%,?
CO[C@]1(NC(=O)C(C(=O)O)c2ccc(O)cc2)C(=O)N2C(C(=O)O)=C(CSc3nnnn3C)COC21 (stereo not given in full),8.5%,-27.9%,.,0.7%,.,-6.4%,6.4%
COc1ccccc1NC(=O)CSc1nnc(CNC(=O)c2ccco2)o1,-4.3%[38.3 µM],-24.4%,-2.6%,-8.9%,12.9%,10.7%,4.2%
COC(=O)C1=C(N)OC2=C(C(=O)CCC2)C1c1cccs1 (stereo not given),11.2%[38.3 µM],1.0%[10 µM],15.3%,-1.1%,1.7%,2.7%,0.4%
CC1(C)CC(=O)c2sc(NS(=O)(=O)Cc3ccccc3)nc2C1,-0.3%,-4.5%[10 µM],-1.8%,?,7.3%,7.8%,-2.9%
Cc1ccc(NC(=O)CCNS(=O)(=O)c2cccc3nonc23)cc1,17.8%[38.3 µM],7.7%,-1.6%,26.1%,?,-1.1%,0.5%
N#Cc1ccc(OCC(=O)n2cc(C(=O)c3cc(Cl)cc(Cl)c3O)cn2)cc1,.,4.3%[10 µM],.,.,6.3%[9.22 µM],.,14.2%
CCOC(=O)N1CCC(N(CCCOC)C(=O)Nc2cccc(OC)c2)CC1,-1.7%[38.3 µM],-5.2%,-2.5%[0.0737 µM],14.3%,-18.6%,-3.3%,-0.7%
CC1(C)CC(=O)C(C=NCCN2CCN(C(=O)c3ccc(F)cc3)CC2)=C(O)C1,5.0%,13.3%[1.9 µM],-6.0%,?,-0.4%,-3.5%,12.0%
Cc1cnn(C(=O)c2oc3ccccc3c2C)c1,1.2%[38.3 µM],4.7%[1.9 µM],2.2%,-6.4%,-8.3%,-3.3%,6.0%
Cn1c(NC(=O)c2ccc(S(=O)(=O)N3CCOCC3)cc2)cc(=O)n(C)c1=O,-12.4%,17.7%[10 µM],1.4%,4.0%,-8.9%,2.6%,11.5%
O=C1C=CC(=O)N1N(c1ccccc1)c1ccccc1,9.0%,-5.2%[10 µM],-17.7%,-25.0%,?,-3.9%,11.0%
O=C(Nc1cc(C(F)(F)F)cc(C(F)(F)F)c1)Nc1cnn(-c2ccc([N+](=O)[O-])cc2)c1C(F)(F)F,.,-22.8%[10 µM],.,.,-24.7%[9.22 µM],.,1.8%
O=C(NC(Cc1ccccc1)C(=O)O)/C(=C\c1ccccc1F)NC(=O)c1ccccc1 (stereo not given),8.6%,2.1%[10 µM],12.6%[46 µM],.,-15.8%[9.22 µM],-3.4%,9.4%
CC(=O)c1cccc(NC(=O)CCNS(=O)(=O)c2cccc(C(C)=O)c2)c1,-13.3%[38.3 µM],4.1%,1.2%,0.2%,7.7%,0.4%,10.6%
O=C(CN(C(=O)c1csnn1)c1cccc2c1CCCC2)NC1CCCC1,6.1%,-13.0%[10 µM],0.1%[46 µM],-8.8%,-11.0%[9.22 µM],1.9%,2.2%
CC(CC(=O)O)Nc1ccccc1O (stereo not given),12.2%,8.5%[10 µM],14.5%[46 µM],-7.4%,16.6%[9.22 µM],2.1%,-6.3%
Cn1cc(C(=O)N2CCc3ccccc32)cn1,-7.1%,?,15.3%,?,5.9%,-9.6%,4.6%
COCCCNC(=S)NNC(=O)C1CC1c1ccc(C(C)(C)C)cc1 (stereo not given),5.6%,.,.,-13.7%,?,0.2%,5.0%
O=C(c1ccccc1)c1c[nH]c(C(=O)NNc2ccccc2)c1,9.8%,-36.4%,?,-13.7%,-9.6%,-0.5%,-2.4%
COc1ccc(CCNC(=O)CCCCCNc2nc(=S)[nH]c3ccccc23)cc1OC,8.2%,17.9%[10 µM],?,-39.4%[inhibitor],1.3%,1.4%,-4.4%
NC(=S)Nc1ccccc1Br,.,25.0%[10 µM],.,.,0.3%[9.22 µM],.,?
O=C(O)c1ccccc1C(=O)Nc1nccs1,-0.4%[38.3 µM],-27.5%,1.8%,-2.1%,-2.8%,0.8%,2.5%
Cc1nccn1Cc1cccc2ccccc12,30.1%[activator][38.3 µM],-7.5%,-5.7%,-7.4%,-24.0%,-3.1%,0.8%

# Assay outcomes from PubChem.
